Hsp70 inhibitors: Hsp70 inhibitors, probe displacement, primary screen, biochemical, fluorescence polarization (AID 583); Hsp70 fluorescence polarization probe displacement, mP; higher % means a stronger effect; displacement, % at 20 µM; hits with a dose series show IC50 in µM; 140,000 compounds, 0.06% hits; in the data active means displacement above about 50%;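 further: plate controls were vehicle for no effect and reference ligand for full effect; a part of the inactive calls stands beside numbers as strong as those of hits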
Rat MKP-3 inhibitors: MKP-3 phosphatase inhibitors, primary screen, biochemical, rat enzyme, in vitro (AID 425) | recombinant MKP-3 phosphatase activity, fluorescence; higher % means a stronger effect | one-dose inhibition, % at 20 µM; IC50 in µM for titrated hits | 110,000 compounds, 0.17% hits; in the data active means inhibition above about 50%;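 further: plate controls were vehicle for no effect and reference inhibitor for full effect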
Numbers without * were called inactive; nt = no result given; & = joins results of further samples. These rows are one share of the data; rates above refer to the full screens.

Start of the data: the first 7 compounds, to show the layout:
Rat MKP-3 inhibitors	Hsp70 inhibitors	Compound
-2%	-1.2%	CCOc1ccc(N(CC(=O)Nc2ccc(OC)cc2)S(=O)(=O)c2c(C)noc2C)cc1
2%	-0.1%	CN(c1ccc(C(=O)N2CCCCC2)cc1)S(=O)(=O)c1ccccc1
2%	-4.5%	Cc1cccc(OCC(=O)N/N=C\c2ccc(-c3cc([N+](=O)[O-])ccc3Cl)o2)c1C
2%	0.3%	CN1CCN(C(=O)c2nn3c(C(F)(F)F)c4c(nc3c2Cl)-c2ccccc2CC4)CC1
0%	11%	Cc1c(Cl)cnc(NC(=O)COC(=O)C(NC(=O)c2ccco2)C(C)C)c1Cl (centres undefined)
-62%	1.5%	CCc1nnc(NC(=O)CSc2nnc(CNc3ccc(Cl)cc3)o2)s1
2%	-0.4%	Clc1ccc(CN2CCN(/N=C/c3ccc(Cl)c(Cl)c3)CC2)cc1

This part in full (from the top)
Rat MKP-3 inhibitors	Hsp70 inhibitors	Compound
-2%	-1.2%	CCOc1ccc(N(CC(=O)Nc2ccc(OC)cc2)S(=O)(=O)c2c(C)noc2C)cc1
2%	-0.1%	CN(c1ccc(C(=O)N2CCCCC2)cc1)S(=O)(=O)c1ccccc1
2%	-4.5%	Cc1cccc(OCC(=O)N/N=C\c2ccc(-c3cc([N+](=O)[O-])ccc3Cl)o2)c1C
2%	0.3%	CN1CCN(C(=O)c2nn3c(C(F)(F)F)c4c(nc3c2Cl)-c2ccccc2CC4)CC1
0%	11%	Cc1c(Cl)cnc(NC(=O)COC(=O)C(NC(=O)c2ccco2)C(C)C)c1Cl (centres undefined)
-62%	1.5%	CCc1nnc(NC(=O)CSc2nnc(CNc3ccc(Cl)cc3)o2)s1
2%	-0.4%	Clc1ccc(CN2CCN(/N=C/c3ccc(Cl)c(Cl)c3)CC2)cc1
3%	5.8%	Cc1cocc1C(=O)N1N=C(c2ccccc2)CC1(O)C(F)(F)F (centres undefined)
-6%	4.1%	CN(C)C(=O)CSc1cccc2cccnc12
nt	1.1%	CCN1C(=O)c2cccc3c(NC(=O)c4ccccc4)ccc1c23
-4%	-4.2%	Cc1cc(SCNC(=O)c2ccccc2)ncn1
nt	6.3%	CN(C)C(=O)c1cnc(Sc2ncc(C(F)(F)F)cc2Cl)n1C
-4%	-2.5%	Cc1ccc2cccc(Oc3cnccn3)c2n1
nt	0.4%	O=C(CCCOc1ccc(Cl)cc1Cl)NCC1CCCO1 (centres undefined)
-2%	0.9%	CCNc1ccc(S(=O)(=O)C(F)(F)F)cc1NC(=O)C12CCC(CC1)C2
6%	-0.4%	CN(C)C(=O)c1ccc(Oc2ccc(C(=O)N(C)C)cc2)cc1
0%	-1.2%	Nc1cccc(-c2nc3ccc(N)cc3s2)c1
2%	8.1%	COc1ccc(-n2c(Cc3cccn3C)nnc2SCC(=O)Nc2ccc(C)c(Cl)c2)cc1
2%	-6.7%	Cn1c(-c2ccc(F)cc2)cnc1NCc1ccccc1
-4%	-7.0%	COc1ccccc1-c1nnc(SC/C(O)=C(\C#N)c2nc3ccccc3[nH]2)n1C1CCCCC1
nt	3.5%	CCn1c(=O)cc(SCC(=O)N2CCN(c3ccccc3F)CC2)c2ccccc21
nt	11%	COCCn1c(SCC(=O)Nc2cccc(S(N)(=O)=O)c2)nc2ccccc21
0%	2.6%	COc1ccc(-c2nc3cc(NC(=S)NC(=O)c4ccco4)ccc3o2)cc1OC
-4%	-1.4%	O=C(O)COCC(=O)Nc1ccc2c(c1)CCC2
nt	-1.5%	CC(C)NC(=O)/C(=N\O)c1ccccc1
-11%	0.7%	CCOc1cc(N2CCOCC2)c(OCC)cc1NC(=O)CCS(=O)(=O)c1ccc(Cl)cc1
-2%	nt	Cc1ccnc(SCC(=O)Nc2oc(-c3ccccc3)c(-c3ccccc3)c2C#N)n1
-2%	1.0%	O=C(O)c1cccn1Cc1ccccc1F
2%	1.2%	CCN(CC)CCSc1nc(O)c(CCC(C)C)c(=O)[nH]1
2%	0.7%	Cc1ccc(OCCCCn2ccnc2)cc1C

Exported with values under each structure: part of the list above.
Value order: Rat MKP-3 inhibitors, Hsp70 inhibitors
> COCCn1c(SCC(=O)Nc2cccc(S(N)(=O)=O)c2)nc2ccccc21
→ nt, 11%
> COc1ccc(-c2nc3cc(NC(=S)NC(=O)c4ccco4)ccc3o2)cc1OC
→ 0%, 2.6%
> O=C(O)COCC(=O)Nc1ccc2c(c1)CCC2
→ -4%, -1.4%
> CC(C)NC(=O)/C(=N\O)c1ccccc1
→ nt, -1.5%

Next compounds.
Rat MKP-3 inhibitors	Hsp70 inhibitors	Compound
1%	3.7%	CCCS(=O)(=O)N1CCN(C(=O)c2cc(OC)cc(OC)c2)CC1
1%	2.0%	CC(=O)NC1CC2CCCC(C1)N2CC(=O)NCc1ccc(F)cc1 (centres undefined)
1%	-1.3%	C/C=C/COC(=O)C1=C(C)NC(=O)NC1c1ccc(Cl)cc1Cl (centres undefined)
nt	-3.5%	CC(C)(C)c1ccc(C(=O)OCCNC(=O)c2c(Cl)nc3ccccn23)cc1
3%	43%	N#Cc1c(N2CCCCC2)ncc2cc3ccccc3nc12
-11%	-1.7%	Clc1ccccc1-c1nnc2sc(CCc3ccccc3)nn12
nt	6.0%	CN(C)S(=O)(=O)c1cccc(-c2cn3cc(Cl)ccc3n2)c1
4%	2.6%	CN(C)c1ccc(CNC(=O)C(O)(c2ccccc2)c2ccccc2)cc1
3%	0.1%	COC(=O)c1ccc(COc2cc3oc(=O)c4c(c3cc2Cl)CCCC4)cc1
-5%	-1.4%	Cc1cc(NC(=O)c2ccc3nc(C)sc3c2)no1
-4%	2.2%	COc1ccc(CN(CCN(C)C)Cc2ccccc2)c(OC)c1
-2%	-1.2%	Cc1ccccc1C(=O)NCc1ccncc1
3%	5.0%	CC1=[N+]([O-])C(C)(C)C(c2cccs2)=[N+]1[O-]
0%	-2.6%	COC(=O)c1cccc(NC(=O)CSCc2ccccc2)c1
-5%	nt	CN(CC(=O)N1CCCCCC1)S(=O)(=O)c1ccc(Br)s1
-12%	0.9%	CSCC[C@H](NC(=O)Nc1ccc(C)cc1C)C(=O)O
nt	-3.6%	CCC(C)NC(=O)C1CCCN1S(=O)(=O)c1ccc(Cl)cc1 (centres undefined)
nt	2.0%	Cc1onc(-c2c(F)cccc2Cl)c1C(=O)OCn1nnc2ccccc2c1=O
4%	-0.2%	COCCNC(=O)C(c1ccccc1)N(Cc1cccs1)C(=O)Cn1nnc2ccccc21 (centres undefined)
0%	1.7%	Cc1nnc(NC(=O)C2CCCN(S(=O)(=O)c3ccccc3C(F)(F)F)C2)s1 (centres undefined)
3%	2.1%	Cc1ccc(C2/C(=C(\O)c3ccccc3)C(=O)C(=O)N2Cc2cccnc2)cc1 (centres undefined)
4%	2.0%	Cc1cc(C(=O)Nc2ccc(O)c(C(=O)O)c2)c(C)o1
7%	2.4%	Nc1nonc1C(=O)NCCNCc1cc(Br)ccc1OCc1ccc(F)cc1
nt	0.2%	COc1ccccc1C(CC(N)=O)c1ccco1 (centres undefined)
-5%	-3.2%	Cc1ccc(C(C(=O)NCc2ccco2)N(Cc2ccco2)C(=O)CNC(=O)c2ccco2)cc1 (centres undefined)
2%	0.3%	CCCSc1nc(N)cc(=O)[nH]1
-9%	3.9%	Cc1ccc(C)n1-c1ccc(N2CCOCC2)nc1
nt	-1.6%	Cc1ccc(SCCC(=O)Nc2cccc(N(C)S(C)(=O)=O)c2)cc1
6%	nt	CCOc1ccc(CNC(=O)C2CCN(S(=O)(=O)N3CCCC3)CC2)cc1OC
-2%	2.8%	O=C(NC(NC(=S)Nc1cc(Cl)ccc1Cl)C(Cl)(Cl)Cl)c1ccccc1Cl (centres undefined)
1%	-2.5%	COc1ccccc1N1C(=O)c2ccc(OC)c(OC)c2C1=O
-3%	11%	O=C(NCCc1ccc(Cl)cc1)C1CCN(S(=O)(=O)N2CCCCC2)CC1
nt	4.5%	O=C(COc1ccc(Br)cc1)N1CCOCC1
0%	-3.0%	O=C1C2C(C(=O)N1/N=C/c1ccco1)C1C=CC2C12CC2 (centres undefined)
1%	3.5%	NC(=O)C1CCN(C(=O)C2CCN(S(=O)(=O)c3ccccc3)CC2)CC1
3%	1.4%	COc1ccc(/C=C/C(=O)Nc2ccccc2C(F)(F)F)cc1OC
-4%	-3.7%	CCCCCCSc1nsc(NC(C)=O)n1
-8%&1%	3.8%&1.5%	S=c1[nH]nc(-c2ccccc2)n1Cc1ccccc1
0%	2.6%	Cc1cccc(C)c1OC(=O)c1ccc([N+](=O)[O-])cc1Cl
nt	-0.8%	COC(=O)c1cccnc1NC(=S)NNC(=O)c1ccccc1
1%	2.5%	COCCOC(=O)C1=C(C)NC2=C(C(=O)CC(C)(C)C2)C1c1ccc(Cl)cc1Cl (centres undefined)
0%	-1.5%	NC(=O)c1c(NC(=O)COc2ccc(Cl)cc2)sc2c1CCCC2
0%	5.1%	O=C(COc1ccccc1O)NCCN1CCOCC1
-7%	2.0%	COC(=O)c1ccccc1N1C(=O)C2C(C1=O)[C@H]1C=C[C@@H]2C1 (some centres undefined)
0%	-2.2%	O=C(Nc1cccc(C(F)(F)F)c1)C1C2CC/C=C\CCC21 (centres undefined)
-8%	3.1%	CC(C)(C)NC(=O)c1cccc(NC(=O)c2ccc(NC(=O)c3ccco3)cc2)c1
-2%	1.4%	NC(=O)c1cc(NC(=O)c2cc3ccccc3cc2O)cc(C(N)=O)c1
-2%	2.9%	CCCOc1ccc(Cc2c(O)[nH]c(=S)[nH]c2=O)cc1C
-10%&3%	-7.6%&4.4%	CCn1ccnc1C(O)c1cccc(OC)c1 (centres undefined)
-6%	-0.8%	COc1ccc(N2CCN(C(=O)CN3C(=O)C4CC=CCC4C3=O)CC2)cc1 (centres undefined)
-6%	-1.5%	Cc1cc2c(cc1C)NC1(C(=O)Nc3ccccc31)C1=C(CC(C)(C)CC1=O)N2 (centres undefined)
0%	6.4%	Nc1c(C(=O)NC2CC2)c2nc3ccccc3nc2n1-c1ccc2c(c1)OCO2
3%	-2.7%	COc1ccc(CCNc2cc(N3CCN(S(=O)(=O)N(C)C)CC3)ccc2[N+](=O)[O-])cc1OC
-1%	-1.2%	Fc1cccc(Cl)c1-c1nnc2ccc3ccccc3n12
-8%	2.9%	CCOc1ccc(CCNC(=O)C2CCN(c3nnc(-n4cccc4)s3)CC2)cc1OCC
-4%	5.7%	Cc1ccc(-c2cc(C(F)(F)F)n3ncc(C(=O)NCc4ccco4)c3n2)cc1
-9%	2.5%	Cn1c2ccccc2c2nnc(SCc3ccc4nonc4c3)nc21
2%	-4.1%	O=C(O)C1CC=CCC1C(=O)Nc1ccc(-c2ccccc2)cc1 (centres undefined)
-8%	3.0%	N#Cc1c(N)nc(SCC(=O)NC2CCCCC2)c(C#N)c1-c1ccc(Cl)cc1
-1%	-0.3%	O=C(Nc1ccccc1-c1ccccc1)c1cccc(I)c1

Next records:
Rat MKP-3 inhibitors	Hsp70 inhibitors	Compound
nt	-3.2%	Cc1cc(C)c(NS(=O)(=O)c2ccc(Cl)c(C(=O)O)c2)c(C)c1
-4%	1.4%	Cc1ccc(S(=O)(=O)n2c(C)nc3ccccc32)cc1
-2%	-2.7%	COc1ccc(NS(=O)(=O)c2c(C)[nH]c(=O)[nH]c2=O)c(OC)c1
3%	-0.6%	O=C(NCCC1=CCCCC1)c1cccc([N+](=O)[O-])c1
-17%	2.7%	Cn1nnnc1SCC(=O)NC(=O)Cc1ccccc1
7%	nt	CCN1CCN(c2ncnc3c2sc(=S)n3-c2ccccc2)CC1
0%	-1.3%	Cc1cccc(OCCN2CCOCC2)c1
-5%	4.0%	CCOc1ccc(-n2cc(C(=O)N3CCN(C)CC3)c3cc(OC)c(OC)cc3c2=O)cc1
nt	-2.1%	Cc1cccc(-c2noc(CSc3ccccc3)n2)c1
-3%	3.8%	COC(=O)C(NC(=O)COc1ccc(Cl)cc1Cl)C(C)C (centres undefined)
2%	-2.5%	COC(=O)c1ccccc1NC(=O)c1cc2ccccc2o1
4%	1.1%	COC(=O)C1CCN(C(=O)C2CCCCC2)CC1
0%	2.6%	COc1ccc(/C=C/C(=O)Nc2ccc3c(c2)oc2ccccc23)cc1
5%	-4.9%	O=C1CC(C23CC4CC(CC(C4)C2)C3)=NN1c1ccccc1
0%	0.7%	CN(C)CCCCCCNC(=O)/C=N\O
-14%	4.8%	COc1ccc(C(=O)NCC(c2ccc(F)cc2)N2CCOCC2)cc1S(=O)(=O)N1CCCC1 (centres undefined)
5%	-0.3%	Cc1ccc(-c2csc(/C(C#N)=C/c3ccsc3)n2)cc1
0%	4.3%	CCOc1cc(/C=N/NC(=O)c2ccncc2)ccc1OC(=O)c1ccco1
3%	-2.1%	CC(C)n1c(C(O)c2ccc(OCc3ccccc3)cc2)nc2ccccc21 (centres undefined)
-1%	-0.7%	COCCn1c(C)nc2oc3ccc(Br)cc3c(=O)c2c1=O
0%	6.6%	COc1ccccc1/C=C1/SC(=S)N(CCC(=O)Nc2ccccc2)C1=O
-2%	2.3%	c1ccc(COc2ccc(OCCOCCn3cncn3)cc2)cc1
-8%	6.0%	COc1ccccc1CNC(=O)[C@@H]1CCCN1C(=O)C1CCN(S(=O)(=O)c2ccc(C)cc2)CC1
3%	2.4%	O=C(O)c1cc(Br)ccc1NC(=O)C(c1ccccc1)c1ccccc1
-6%	0.6%	C=CCn1c(Cc2cccs2)nnc1SCC(=O)Nc1cc(OC)cc(OC)c1
-2%	-0.7%	CC(=O)N1CCN(c2ccc(NC(=O)COc3ccccc3C)cc2)CC1

Reprinted from the listing, four compounds:
Rat MKP-3 inhibitors	Hsp70 inhibitors	Compound
0%	-1.3%	Cc1cccc(OCCN2CCOCC2)c1
-5%	4.0%	CCOc1ccc(-n2cc(C(=O)N3CCN(C)CC3)c3cc(OC)c(OC)cc3c2=O)cc1
nt	-2.1%	Cc1cccc(-c2noc(CSc3ccccc3)n2)c1
-3%	3.8%	COC(=O)C(NC(=O)COc1ccc(Cl)cc1Cl)C(C)C (centres undefined)

Bioassay records deposited in PubChem BioAssay by Sanford-Burnham Center for Chemical Genomics.
